High-throughput results (PubChem BioAssay)
PAFAH1B2 inh – PAFAH1B2 enzyme inhibitors, primary screen, biochemical, fluorescence polarization, human. Platelet-activating factor acetylhydrolase IB subunit alpha2 (Homo sapiens), P68402. recombinant PAFAH1B2, FP-rhodamine activity probe. 340,000 tested, 1.2% active. AID 492953, 2010. inhibition, % at 3.39 µM;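 active means inhibition above the mean of all tested compounds plus 3 SD, cut at about 24% in these data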;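 further: 0% = enzyme with DMSO and 100% = wells lacking PAFAH1B2; many of its hits are not listed in these tables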
Target sequence (P68402 whole entry, looked up): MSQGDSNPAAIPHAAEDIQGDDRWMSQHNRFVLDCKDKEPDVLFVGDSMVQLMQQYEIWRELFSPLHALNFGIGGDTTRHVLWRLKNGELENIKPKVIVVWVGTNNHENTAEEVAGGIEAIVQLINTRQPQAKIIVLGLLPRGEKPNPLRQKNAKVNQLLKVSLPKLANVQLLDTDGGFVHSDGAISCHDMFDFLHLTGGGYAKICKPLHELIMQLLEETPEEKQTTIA
PAD4 inh – human PAD4 inhibitors, primary screen, biochemical, fluorescence polarization, 1536-well format; recombinant PAD4, RCA probe fluorescence polarization; inhibition, % at 6.36 µM; 330,000 tested, 0.41% active; AID 485272, 2010;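 active means percent inhibition above a cutoff equal to the mean of all tested compounds plus 3 SD, cut at about 15% in these data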;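 further: 0% = PAD4 with RCA probe and DMSO and 100% = probe without PAD4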
PREPL inh – PREPL enzyme inhibitors, primary screen, biochemical, fluorescence polarization | Prolyl endopeptidase-like (Homo sapiens), Q4J6C6 | recombinant PREPL, fluorescence polarization activity-based probe | inhibition, % at 5.96 µM | 320,000 tested, 0.68% active | AID 2751, 2010; in the data active means inhibition above about 43%;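 further: 0% = enzyme with DMSO and 100% = wells lacking enzyme; many of its hits are not listed in these tables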
Target sequence (Q4J6C6 whole entry, looked up): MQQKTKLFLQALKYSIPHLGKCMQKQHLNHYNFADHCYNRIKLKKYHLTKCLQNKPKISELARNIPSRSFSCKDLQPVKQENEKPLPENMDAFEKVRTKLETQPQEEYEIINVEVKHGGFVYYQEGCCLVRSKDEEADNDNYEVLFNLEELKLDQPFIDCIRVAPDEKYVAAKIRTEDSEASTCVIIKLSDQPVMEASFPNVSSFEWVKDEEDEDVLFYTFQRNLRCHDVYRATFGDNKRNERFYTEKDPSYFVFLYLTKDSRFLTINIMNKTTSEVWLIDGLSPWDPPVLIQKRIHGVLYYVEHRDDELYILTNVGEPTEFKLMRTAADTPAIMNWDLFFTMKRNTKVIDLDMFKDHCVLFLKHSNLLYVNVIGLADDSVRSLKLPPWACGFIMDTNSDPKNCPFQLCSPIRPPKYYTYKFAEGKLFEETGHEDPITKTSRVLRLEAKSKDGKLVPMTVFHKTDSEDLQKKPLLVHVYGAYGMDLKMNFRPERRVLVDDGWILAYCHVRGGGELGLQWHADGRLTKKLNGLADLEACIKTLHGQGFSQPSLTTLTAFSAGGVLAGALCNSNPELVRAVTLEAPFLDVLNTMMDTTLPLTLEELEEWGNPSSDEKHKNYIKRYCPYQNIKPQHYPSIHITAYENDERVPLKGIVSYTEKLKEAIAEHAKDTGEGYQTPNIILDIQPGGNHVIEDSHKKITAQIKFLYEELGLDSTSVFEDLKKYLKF
pPAFAH FP inh – pPAFAH enzyme inhibitors, primary screen, biochemical, fluorescence polarization, human; recombinant pPAFAH, FP-rhodamine probe fluorescence polarization; inhibition, % at 3.39 µM; 330,000 tested, 1.5% active; AID 463082, 2010;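 active means inhibition above the mean inhibition across the screen plus 3 SD, cut at about 25% in these data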;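 further: inhibitors block binding of the rhodamine activity-based probe so polarization drops; 0% = enzyme with DMSO and 100% = wells lacking pPAFAH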
GSTO1 inh – inhibitors of recombinant GSTO1, primary screen, counter-screen for RBBP9 inhibitor project, biochemical, fluorescence polarization | Glutathione S-transferase omega-1 (Homo sapiens), P78417 | activity-based probe fluorescence polarization | inhibition, % at 5.96 µM | 300,000 tested, 1.1% active;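 active means inhibition above the campaign mean inhibition plus 3 SD, cut at about 35% in these data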;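 further: 0% = GSTO1-1 with DMSO and 100% = wells lacking GSTO1-1 enzyme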
LYPLA1 inh – LYPLA1 inhibitors, primary screen, counter-screen for PME1 inhibitor project, biochemical, fluorescence polarization, FP-Rh probe ABPP | Acyl-protein thioesterase 1 (Homo sapiens), O75608 | recombinant LYPLA1 | inhibition, % at 5.9 µM | 320,000 tested, 0.16% active | AID 2174, 2009;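 active means inhibition above the mean of all tested compounds plus 3 SD, set per campaign, cut at about 14% in these data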;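 further: inhibitors block serine hydrolase probe labeling of LYPLA1 so polarization falls; 0% = enzyme with DMSO and 100% = wells lacking LYPLA1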
PAFAH1B3 FP inh – PAFAH1B3 enzyme inhibitors, primary screen, biochemical, fluorescence polarization, human | Platelet-activating factor acetylhydrolase IB subunit alpha1 (Homo sapiens), Q15102 | recombinant PAFAH1B3, FP-rhodamine probe | inhibition, % at 3.39 µM | 340,000 tested, 0.28% active | AID 492972, 2010;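 active means inhibition above the screen-wide average of all tested compounds plus 3 SD, cut at about 25% in these data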;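 further: 0% = enzyme with DMSO only and 100% = wells lacking PAFAH1B3 protein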
LYPLA2 counter – LYPLA2 inhibitors, primary screen, counter-screen for PME1 inhibitor project, biochemical, fluorescence polarization, FP-Rh probe ABPP; AID 2177, 2009; Acyl-protein thioesterase 2 (Homo sapiens), O95372; inhibition, % at 5.9 µM; 320,000 tested, 0.38% active; recombinant LYPLA2;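 active means inhibition above the screen-wide mean plus 3 SD, limit set per campaign, cut at about 26% in these data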;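 further: 0% = LYPLA2 with DMSO and 100% = wells lacking LYPLA2 enzyme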
PAFAH2 inh – PAFAH2 enzyme inhibitors, primary screen, biochemical, fluorescence polarization, human; 340,000 tested, 0.99% active; recombinant PAFAH2, FP-rhodamine activity probe; inhibition, % at 3.39 µM; Platelet-activating factor acetylhydrolase 2, cytoplasmic (Homo sapiens), Q99487;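 active means inhibition above the mean over all tested compounds plus 3 SD, cut at about 30% in these data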;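 further: inhibitors block probe labeling of enzyme so polarization drops; 0% = enzyme with DMSO and 100% = wells lacking PAFAH2 protein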
An asterisk follows results filed as active; x = not tested or not shown. This is a subset (hit frequency here may not be typical).

#	Structure	PAFAH1B2 inh	PAD4 inh	PREPL inh	pPAFAH FP inh	GSTO1 inh	LYPLA1 inh	PAFAH1B3 FP inh	LYPLA2 counter	PAFAH2 inh
1	COc1ccc(S(=O)(=O)N(C)C[C@H]2Oc3c(NC(=O)NC(C)C)cccc3C(=O)N([C@H](C)CO)C[C@@H]2C)cc1	5.7	-0.7	16.8	0.3	x	x	7.8	x	-2.2
2	Cc1ccc(N(C)S(=O)(=O)c2cccc(C(=O)N3CCN(Cc4ccccc4)CC3)c2)cc1	2.7	-5.8	41.1	7.7	x	x	-2.0	x	5.0
3	COc1cc2[nH]c(=O)n(CCC(=O)N3CC=C(c4ccccc4)CC3)c(=O)c2cc1OC	-4.1	-3.2	20.6	0.1	11.5	3.4	-2.9	6.7	-5.2
4	COc1ccc(CCC(C)NCc2ccc(Cl)c(Cl)c2)cc1 (configuration not stated)	2.8	-2.2	-40.8	-1.5	3.2	-1.7	10.6	3.0	1.8
5	COc1cccc(OC)c1C(=O)Nc1nnc(-c2ccc(F)cc2)s1	-2.2	-2.1	4.5	-13.4	-1.3	-4.3	1.6	-9.1	0.9
6	CCN(CC(=O)NCc1ccc(Cl)cc1)C(=O)CCc1ccccc1	7.7	-7.0	-13.4	4.2	-2.3	1.0	-4.2	-3.7	-1.6
7	Cc1ccc(OCC(=O)N/N=C2/SCC(=O)N2Cc2ccco2)cc1	1.3	-1.4	2.6	3.8	1.9	-0.2	5.9	-2.5	7.5
8	CCOc1ccc(S(=O)(=O)N2CCOCC2)cc1NC(=O)CN1C(=O)NC2(CCCCC2)C1=O	-1.4	-0.6	18.1	-1.3	x	4.2	3.0	4.8	6.0
9	Cc1cc(Cl)ccc1OCC(=O)NC(=S)Nc1ccccc1N1CCOCC1	-2.9	0.8	0.7	0.6	1.1	-1.2	5.9	-2.2	2.6
10	Cc1ccc(NC(=O)C2CCCCC2C(=O)O)cc1Cl (configuration not stated)	-1.8	3.2	0.9	1.0	-1.7	0.3	-3.5	-1.7	-4.1
11	O=c1c(-c2ccc(F)cc2)coc2cc(O)ccc12	-0.8	-4.1	10.6	0.1	-1.8	0.2	-4.4	-2.3	-0.7
12	CCC(=O)c1cn(CC(=O)NCc2cccnc2)c2ccccc12	7.4	3.9	19.6	-2.2	4.2	0.8	10.3	2.6	8.7

Continued, starting with the last two of the part before.
#	Structure	PAFAH1B2 inh	PAD4 inh	PREPL inh	pPAFAH FP inh	GSTO1 inh	LYPLA1 inh	PAFAH1B3 FP inh	LYPLA2 counter	PAFAH2 inh
11	O=c1c(-c2ccc(F)cc2)coc2cc(O)ccc12	-0.8	-4.1	10.6	0.1	-1.8	0.2	-4.4	-2.3	-0.7
12	CCC(=O)c1cn(CC(=O)NCc2cccnc2)c2ccccc12	7.4	3.9	19.6	-2.2	4.2	0.8	10.3	2.6	8.7
13	COc1cc(-c2noc(C)c2C(=O)NCc2ccc(C)o2)cc(OC)c1OC	3.7	-3.0	10.2	-3.2	x	x	7.8	x	5.7
14	CCC(CC)C(=O)Nc1cc([N+](=O)[O-])ccc1F	-1.7	0.2	7.5	2.1	9.4	-4.0	2.7	1.7	-4.5
15	O=C(NNC(=O)c1cc2ccccc2oc1=O)c1ccccc1[N+](=O)[O-]	10.4	-0.1	6.0	-0.3	-0.5	4.9	3.6	27.5*	-8.6
16	Nn1c(Cc2cccc3ccccc23)nnc1SCC(=O)N1CC(=O)Nc2ccccc21	-6.3	1.1	-18.1	5.1	0.4	0.3	9.8	10.3	-3.8
17	Cc1nn(CCCC(=O)NC2CCC(C)CC2)c(=O)c2nn(-c3ccccc3)c(C)c12 (configuration not stated)	3.8	-0.4	0.5	3.0	3.7	3.6	2.2	-3.1	-1.6
18	COc1nc2ccccc2nc1OC	2.4	-0.7	-2.2	1.2	9.1	-0.8	9.3	-1.6	9.5
19	CCCCN(C(=O)C1COc2ccccc2O1)c1c(N)n(CCC)c(=O)[nH]c1=O (configuration not stated)	1.6	0.3	9.8	1.0	x	x	3.0	x	-5.3
20	CCCOC(=O)c1cccc(NC(=O)c2cccnc2)c1	3.9	0.5	19.7	-2.6	0.9	-1.2	-0.8	-2.0	-7.2
21	Cc1cccc(OCCC(=O)OC(C)C(=O)Nc2ccc(Cl)cn2)c1 (configuration not stated)	9.1	-0.4	-7.4	6.0	7.4	0.3	5.7	-3.4	-5.8
22	COc1ccc(NC(=O)CC2C(=O)N(Cc3ccco3)C(=S)N2C(C)C)cc1 (configuration not stated)	-0.3	2.4	-8.3	2.9	12.2	-1.6	-0.8	-3.4	3.8
23	CCC(C)(C)NC(=S)Nc1ccc(-c2nc3ccc(C)cc3s2)cc1	4.9	-2.5	0.1	0.1	-1.9	-1.2	-0.7	-4.2	-9.1
24	O=C(Cc1c(F)cccc1Cl)OCC(=O)N1CCN(c2ccccc2)CC1	5.1	0.8	-18.6	1.5	x	x	9.6	x	2.3

Later entries
#	Structure	PAFAH1B2 inh	PAD4 inh	PREPL inh	pPAFAH FP inh	GSTO1 inh	LYPLA1 inh	PAFAH1B3 FP inh	LYPLA2 counter	PAFAH2 inh
25	CCN(CC(=O)NCc1ccc(F)cc1)C(=O)C1CCN(C(=O)Nc2ccccc2)CC1	3.1	-6.0	-13.1	5.4	-1.3	-2.3	-2.6	-10.1	4.2
26	NC(=O)NC(=O)COC(=O)c1ccc2noc(-c3ccccc3)c2c1	-3.0	0.2	-4.2	4.4	-5.1	-5.1	-4.5	-12.9	-5.5
27	CC(C)N(Cc1nc(-c2ccccc2)no1)C(=O)C(C)(C)C	7.2	-1.7	6.4	2.6	-2.4	-0.3	-2.5	1.3	-0.1
28	O=S(=O)(NC1=NCCCCC1)c1ccc(Cl)cc1	2.3	-8.6	0.7	-0.2	8.5	2.0	-9.3	4.4	-2.2
29	O=C(CN1CCC(C(=O)c2ccc(F)cc2)CC1)Nc1ccccc1	5.6	-0.6	8.4	4.8	-2.0	1.0	6.9	4.8	-0.4
30	CN(C)S(=O)(=O)N1CCc2ccc(NC(=O)c3ccccc3Cl)cc2C1	0.8	-5.8	-5.4	4.3	-7.4	-5.3	6.9	-5.3	2.8
31	CC12CC3(C)CC(C)(C1)CC(C(N)=O)(C2)C3	-7.2	-4.3	-0.4	2.0	7.1	-1.8	-1.0	8.6	7.0
32	Cc1cc(NC(=O)CSc2ccc3c(c2)OCCO3)no1	-14.9	0.4	-3.2	4.6	1.6	0.0	-1.4	2.4	0.9
33	Cc1cccc(NC(=O)/C(=C\c2cccs2)NC(=O)c2ccccc2)c1	-0.8	-0.4	-4.1	1.1	0.4	1.3	-0.9	-1.7	3.9
34	COc1ccc(C(=O)NNC(=O)CSc2nnc(C(C)C)n2C)cc1	4.2	0.2	0.9	4.4	8.3	-3.5	5.6	-4.1	-15.8
35	O=C1c2ccccc2C(=O)N1CSc1nnc(Nc2ccccc2F)s1	0.9	-1.6	-21.4	3.1	26.6	-2.5	1.3	-11.2	-6.3
36	Cc1ccccc1-n1c(-c2csc(C)c2C)n[nH]c1=S	16.3	-3.6	-2.6	5.3	3.9	-0.4	8.5	0.2	-2.9

New compounds follow.
#	Structure	PAFAH1B2 inh	PAD4 inh	PREPL inh	pPAFAH FP inh	GSTO1 inh	LYPLA1 inh	PAFAH1B3 FP inh	LYPLA2 counter	PAFAH2 inh
37	COc1cc2c(cc1OC)C(Cc1ccc(O)cc1)NCC2 (configuration not stated)	1.1	-1.6	8.4	1.4	2.6	-2.3	-4.2	-3.9	-9.5
38	CC(=O)n1cc([C@@H]2C=C(C(=O)NCc3ccccc3)O[C@H](OCc3ccc(CO)cc3)C2)c2ccccc21	5.7	-6.5	-37.5	-6.0	-14.7	-16.8	8.1	-29.0	-7.2
39	O=C(CSCc1ccc(F)cc1)Nc1ccccc1C(=O)N1CCOCC1	9.4	-1.9	16.3	-3.4	-1.8	3.1	9.9	4.0	-4.8
40	O=C(CCC1CCCN(Cc2ccncc2)C1)NCc1ccc(F)c(F)c1 (configuration not stated)	2.1	-8.8	17.4	5.8	1.2	-0.1	0.9	1.5	-2.0
41	CCN(CC(=O)Nc1c(F)cccc1F)C(=O)CCNS(=O)(=O)c1ccccc1C(F)(F)F	-1.1	0.6	-1.1	1.1	-8.3	2.0	-2.3	1.4	7.3
42	CC1Cc2ccccc2N1C(=O)COC(=O)c1ccc(S(=O)(=O)N(C)C)cc1 (configuration not stated)	7.3	-3.5	-4.3	8.1	6.3	5.0	7.7	2.2	4.3
43	COc1ccc(N2CCN(CCNC(=O)c3ccc(NC(=O)C4CCCO4)cc3)CC2)cc1 (configuration not stated)	0.5	-1.1	1.5	0.5	0.9	2.6	-1.2	-1.1	1.3
44	CCOC(=O)N/N=C\c1ccc([N+](=O)[O-])o1	2.9	-11.5	1.0	0.9	12.7	-1.2	11.8	2.3	-5.9
45	CCN1CCN(C(=O)CCCn2c(C)c3cnn(-c4ccccc4)c(=O)c3c2C)CC1	-1.0	-4.2	-0.2	-4.7	2.3	1.8	4.9	4.9	-13.3
46	COc1ccccc1OCC(=O)NNC(=O)C(=O)N1CCCC1	2.4	-4.1	-1.3	12.6	-0.4	-0.2	5.5	-6.8	4.9
47	Clc1cccc(Cl)c1CNCCCSc1ncccn1	0.1	-2.8	-8.6	-0.1	7.5	-1.5	3.0	4.7	-4.6
48	Cc1nnc(SCC(=O)Nc2sc3c(c2C(N)=O)CCCC3)[nH]c1=O	17.2	-2.8	20.4	2.9	12.3	-5.4	1.8	-2.4	18.9
49	CCCNC(=S)Nc1cc2oc3ccccc3c2cc1OC	-1.3	0.2	-10.0	-0.3	1.7	0.8	2.3	2.9	8.3
50	COc1ccccc1C(C(=O)NCc1ccccc1)N(C(=O)c1csnn1)C1CC1 (configuration not stated)	4.7	4.1	-0.6	8.2	1.7	-5.3	-0.3	3.0	-0.7
